Source: PubChem (several laboratories)
MC4R ag barr: MC4R agonists recruiting beta-arrestin, primary screen, cell-based, luminescence, agonist arm of biased-ligand search | U2OS MC4R beta-arrestin complementation; percent of melanotan II response, DMSO zero | activation, % at 8.9 µM | 360,000 tested, 0.98% active;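 active = activation above a per-plate cutoff, the mean activation of sample wells on that plate plus 3 SD, cut at about 8% in these data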
Target sequence (P32245 whole entry, looked up): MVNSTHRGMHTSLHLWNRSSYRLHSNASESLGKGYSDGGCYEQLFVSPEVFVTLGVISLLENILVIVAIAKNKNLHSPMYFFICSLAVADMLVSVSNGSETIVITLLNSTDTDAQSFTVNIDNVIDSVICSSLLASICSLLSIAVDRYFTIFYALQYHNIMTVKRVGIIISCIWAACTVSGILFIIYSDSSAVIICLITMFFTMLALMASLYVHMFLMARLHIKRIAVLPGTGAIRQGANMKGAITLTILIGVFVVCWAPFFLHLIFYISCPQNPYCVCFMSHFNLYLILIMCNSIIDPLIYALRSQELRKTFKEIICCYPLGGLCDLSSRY
CaV13 FRET inh: Primary screen for inhibitors of IQ motif and Ca2+-dependent inactivation inhibitor domain binding in CACNA1D, Förster resonance energy transfer in living cells, … | HEK cells, CFP/YFP FRET ICDI-IQ, plate reader, 10 min; percent FRET-ratio fall versus neutral wells | inhibition, % at 12.3 µM | 340,000 tested, 0.098% active;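 active = mean replicate inhibition of at least 30% and at least 1% of replicates passing that level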;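 note: 0% = median of the neutral control wells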
Cardio protect: cardioprotection against H2O2-induced cell death, primary screen, uHTS, H9c2 cells, ATPLite luminescence; H9c2 cardiomyocytes, H2O2 injury protection, 2 h; 360,000 tested, 0.63% active; protection from H2O2 cell death, % at 20 µM;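 active = compounds giving at least 50% protection of heart cells from peroxide-induced death in the single-dose screen, raw or plate-pattern-corrected value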;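 note: 0% = DMSO wells with peroxide and 100% = DMSO wells without peroxide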
MC4R antagonist: MC4R antagonists of cAMP signaling, primary screen, cell-based, TR-FRET, antagonist arm of biased-ligand search; inhibition, % at 6.5 µM; Melanocortin receptor 4 (Homo sapiens), P32245; 360,000 tested, 0.48% active; MC4R-expressing cells, MTII-stimulated cAMP, LANCE TR-FRET;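 active = inhibition above its plate's cutoff, the mean of tested wells on that plate plus 3 SD, cut at about 29% in these data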;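 note: 0% = Melanotan II alone and 100% = Melanotan II plus saturating MCL0020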
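Assay system: U2OS-MC4R stable cell line; Also added: Melanotan II; Technique: Eu-cAMP/anti-cAMP TR-FRET, emission 671 nm; Times: 30-min compound, 1-h challenge, 1-h detection, room temperature.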
ABCB6 inh MLPCN: ABCB6 transporter inhibitors, primary screen, K562-ABCB6 cells, flow cytometry, MLPCN library; fluorescence ratio to DMSO, % at 10 µM; K562-ABCB6 porphyrin accumulation, 1 h; stronger effect = lower value; 360,000 tested, 0.19% active; AID 602162, 2011; ATP-binding cassette sub-family B member 6 (Homo sapiens), Q9NP58;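 active = fluorescence ratio to DMSO below 75%, the collection mean minus 3 SD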;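 note: signal is porphyrin accumulated inside mitochondria; 100% equals median channel fluorescence of DMSO control wells; lower ratio means ABCB6 inhibition with less porphyrin fluorescence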
Glyco luc inh: increase of ERlucT glycosylation luciferase signal, primary screen, N-linked glycosylation inhibitor project, D54 ERlucT cells, luminescence, set 2. reporter increase, % at 12.5 µM. D54 ERlucT glycosylation luciferase reporter, 24 h; percent of 100 nM tunicamycin response. 360,000 tested, 0.23% active;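 active = mean luciferase reporter signal, scaled so untreated is 0 and the glycosylation-blocking control 100, at or above a set limit in every replicate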;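 note: luciferase carries N-glycosylation sites so blocking glycosylation raises the light; 0% = median of neutral control wells and 100% = median of 100 nM tunicamycin wells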
PDI turbidity: inhibitors of human PDI, primary screen, biochemical, turbidity, single point, plate reader | PDI insulin aggregation turbidity, A650, 90 min | Protein disulfide-isomerase (Homo sapiens), P07237 | inhibition, % at 10 µM | 350,000 tested, 0.052% active;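 active = mean inhibition across replicates of 30% or more, whatever share of single replicates reach that level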;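 note: absorbance from insulin aggregation driven by PDI reduction with DTT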
ABHD5 PLIN5 PPI: ABHD5-PLIN5 interaction inhibitors, primary screen, cell lysate, split luciferase complementation, luminescence. inhibition, % at 4 µM. AID 602281, 2012. 360,000 tested, 0.78% active. Split G. princeps luciferase complementation, 4 h;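 active = inhibition above the mean inhibition across every tested compound plus 3 SD, cut at about 22% in these data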;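 note: 0% = DMSO only wells and the 100% control is not disclosed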
Exocytosis inh: LAMP-1 surface exposure blockers, TALL-104 cells – cell-based, flow cytometry, MLPCN library, primary screen; TALL-104 LAMP-1 surface exposure; cells stimulated with thapsigargin and PMA; inhibition, % at 10 µM; 360,000 tested, 0.66% active;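 active = inhibition above about 55%, limit read from the data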
HTR2A ag: mouse Htr2a agonists via beta-arrestin recruitment, primary screen, cell-based, luminescence. CHO-K1 mHTR2A beta-arrestin complementation; percent of 30 µM serotonin response. AID 624169, 2012. activation, % at 7.6 µM. 360,000 tested, 0.66% active;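 active = activation above a run cutoff, the mean activation of all tested compounds plus 3 SD, cut at about 14% in these data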;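 note: 0% = plate median of compound wells and 100% = 30 µM serotonin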
Target sequence (P35363 whole entry, looked up): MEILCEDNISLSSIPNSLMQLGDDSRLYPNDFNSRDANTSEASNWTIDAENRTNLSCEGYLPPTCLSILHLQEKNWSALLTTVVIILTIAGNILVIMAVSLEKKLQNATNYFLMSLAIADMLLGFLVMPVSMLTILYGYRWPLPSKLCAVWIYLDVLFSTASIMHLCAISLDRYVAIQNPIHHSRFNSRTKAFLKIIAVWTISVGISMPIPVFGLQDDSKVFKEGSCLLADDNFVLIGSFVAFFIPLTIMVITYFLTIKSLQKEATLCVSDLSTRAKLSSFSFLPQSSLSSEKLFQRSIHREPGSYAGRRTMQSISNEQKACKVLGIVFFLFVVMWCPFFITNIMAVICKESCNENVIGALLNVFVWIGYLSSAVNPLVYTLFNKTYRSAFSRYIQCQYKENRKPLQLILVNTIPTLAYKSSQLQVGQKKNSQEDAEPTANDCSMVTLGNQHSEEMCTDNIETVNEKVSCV
Active calls of the source: *; . = no result given.

SMILES	MC4R ag barr	CaV13 FRET inh	Cardio protect	MC4R antagonist	ABCB6 inh MLPCN	Glyco luc inh	PDI turbidity	ABHD5 PLIN5 PPI	Exocytosis inh	HTR2A ag
Cn1c(=O)c(=O)n(C)c2cc(S(=O)(=O)N3CCN(c4ccccc4F)CC3)ccc21	0.3	-4	-9	20	98	2	-4	-4	-2	0
CCN(CC)CCCN(Cc1cc2cc3c(cc2[nH]c1=O)OCO3)C(=S)NCCOC	-0.7	-5	4	7	101	-1	5	-2	-8	1
[O-]/C(=C(\C(=S)Nc1ccccc1F)[n+]1ccccc1)c1ccc(-c2ccccc2)cc1	1.8	5	-14	11	105	1	-6	-6	-1	-3
COC(=O)c1ccc(C(NC(=O)OCc2ccccc2)/C(C)=C/[C@@H](C)C(=O)NCc2ccc(OC)c(OC)c2)cc1 (some centres undefined)	-1.6	.	52*	16	93	2	4	2	-1	-1
CCOC(=O)C1(Cc2ccc(Cl)cc2)CCN(C(=O)C2CCCO2)CC1 (centres undefined)	5.8	2	8	4	101	0	-1	7	-1	-2
Cc1ccccc1-n1c(SCC(=O)Nc2ccccc2)nc2nc3c(cc2c1=O)CCCC3	-1.2	-5	33	7	95	-4	-4	2	3	0
CC(C)(C)OC(=O)N1CCC(CNC(=O)c2ccc(F)cc2F)CC1	-1.9	-1	0	11	99	0	10	-4	-2	0
COc1ccc(Cl)cc1N(CC(=O)N/N=C/c1ccc(OCC(N)=O)cc1)S(C)(=O)=O	-2.3	-4	2	0	101	3	3	3	14	-3
O=C1C(Cc2c[nH]c3ccccc23)NC(=S)N1Cc1ccccc1 (centres undefined)	-2.3	-5	-2	9	93	0	-4	0	1	-3
CCOc1ccc(C(=O)NCC(=O)NCC2CCCCC2)cc1OCC	0.9	-2	-7	17	101	1	-20	2	-11	1
CC1CN(C(=O)c2cc3cc([N+](=O)[O-])ccc3oc2=O)CC(C)O1 (centres undefined)	-1.6	-12	2	13	97	4	8	-2	-3	2
COc1cc(OC)cc(C(=O)OCC(=O)c2ccc(S(=O)(=O)N3CCCCC3)cc2)c1	-2.1	-19	-6	11	103	-2	-9	2	2	3
CCOC(=O)c1cc2c(ccn2C)n1CC(=O)N(Cc1ccccc1)c1ccccc1	-1.3	-2	8	0	99	-9	-3	-7	4	4
O=Cc1c(-c2ccccc2)cc2oc3ccccc3cc1-2	-1.1	.	-14	6	99	-9	-1	5	6	3
COc1ccc(-n2c(=O)cc(N3CCN(c4ccccc4OC)CC3)[nH]c2=O)cc1	-1.8	-8	-3	1	91	3	-4	-2	0	2
Clc1ccc(-c2c[n+](Cc3cccc(Cl)c3)c3n2CCC3)cc1	-1.2	-6	-7	7	104	5	8	7	-4	1
Nc1nc2ccccc2nc1N	-1.4	-5	8	5	99	4	-4	-1	1	-1
O=C(COc1ccccc1Br)Nc1ccc2c(c1)OCCCO2	-0.3	-4	-7	-3	90	-7	10	1	1	3
C[C@@H]1CCCCO[C@H](CN(C)C)[C@H](C)CN([C@@H](C)CO)C(=O)c2cc(NC(=O)Nc3ccc(C(F)(F)F)cc3)ccc2O1	-0.3	-3	4	5	101	2	0	2	-4	-6
CC1(C)CC2CC(C)(CN2Cc2cccc([N+](=O)[O-])c2)C1 (centres undefined)	0.6	-20	7	-1	93	2	6	0	-4	-1

Three entries from above in a different format.
Molecule | MC4R ag barr | CaV13 FRET inh | Cardio protect | MC4R antagonist | ABCB6 inh MLPCN | Glyco luc inh | PDI turbidity | ABHD5 PLIN5 PPI | Exocytosis inh | HTR2A ag
CCN(CC)CCCN(Cc1cc2cc3c(cc2[nH]c1=O)OCO3)C(=S)NCCOC | -0.7 | -5 | 4 | 7 | 101 | -1 | 5 | -2 | -8 | 1
[O-]/C(=C(\C(=S)Nc1ccccc1F)[n+]1ccccc1)c1ccc(-c2ccccc2)cc1 | 1.8 | 5 | -14 | 11 | 105 | 1 | -6 | -6 | -1 | -3
COC(=O)c1ccc(C(NC(=O)OCc2ccccc2)/C(C)=C/[C@@H](C)C(=O)NCc2ccc(OC)c(OC)c2)cc1 (some centres undefined) | -1.6 | . | 52* | 16 | 93 | 2 | 4 | 2 | -1 | -1

Next compounds
SMILES	MC4R ag barr	CaV13 FRET inh	Cardio protect	MC4R antagonist	ABCB6 inh MLPCN	Glyco luc inh	PDI turbidity	ABHD5 PLIN5 PPI	Exocytosis inh	HTR2A ag
CCCc1nc2c(sc3nc4c(cc32)COC(C)(C)C4)c(=O)o1	-5.2	0	30	-7	102	0	-2	-1	1	-3
Cc1nn(-c2ccc(Cl)cc2)c(=O)c2c(C)noc12	-0.7	-20	0	3	92	-1	8	1	-4	3
O=C1CCC(=O)c2ccc3c4c(ccc1c24)CC3	0.1	-6	-2	-5	101	2	-1	-7	-5	4
COc1cccc(COc2ccc3ccc(=O)oc3c2)c1	0.0	-17	-9	6	105	-2	-5	-6	-11	-8
Cc1cc(-c2nnc(SCC(=O)Nc3cccc(Cl)c3)n2N)n[nH]1	-2.9	-5	4	18	98	4	0	-1	6	-2
Cc1cccn2c(=O)c3cc(C#N)c(=NC(=O)c4cccnc4)n(CC4CCCO4)c3nc12 (centres undefined)	-0.8	.	20	1	.	4	-2	8	3	2
Cc1ccc(C(=O)OCC(=O)NNC(=O)c2cccs2)c(O)c1	0.0	-6	1	7	96	1	-4	-1	-4	2
COc1ccc(OC)c(N(CC(=O)Nc2ccccc2)S(=O)(=O)c2ccccc2)c1	0.8	-2	13	7	96	-5	-3	-6	25	0
CCCN(C(=O)c1cc(Cl)nc2ccccc12)C1CCS(=O)(=O)C1 (centres undefined)	1.6	-7	0	0	89	-1	1	-1	-2	-4
CN(CC(=O)Nc1ccc(Cl)cc1)C(=O)CNC(=O)c1ccc2ccccc2c1	-4.6	-5	-1	1	101	2	-4	3	-2	-2
Cc1ccc(S(=O)(=O)N2CCN(c3ccc([N+](=O)[O-])c(Sc4nncn4C)c3)CC2)cc1	-1.6	-3	4	0	99	1	1	-3	3	-1
CC(C)(C)c1ccc(C(=O)NC(=S)Nc2sc3c(c2C#N)CCC3)cc1	-2.4	-4	0	-3	97	-13	-15	-16	10	0
COC(=O)c1ccc2c(=O)n(CCN3CCOCC3)c(SCC(=O)C(C)(C)C)nc2c1	-2.5	-3	6	4	96	0	18	-2	-7	0
O=c1oc2ccccc2c(CNc2ccccc2)c1[N+](=O)[O-]	-1.7	-21	5	-23	92	3	-8	-4	-3	-4
COc1ccc(-c2sc3cc(OC)c(OC)cc3c2C#CCCO)cc1	-0.3	-12	4	3	100	19	9	8	0	2
Cc1csc(NC(=O)CSc2nnc(CCNC(=O)c3ccc(Cl)c(Cl)c3)n2C)n1	-1.7	-3	8	5	97	3	-3	3	-3	10
CN(Cc1ccccc1)C(=O)c1[nH]cnc1C(=O)NCC(=O)OC(C)(C)C	0.1	6	-4	5	96	0	-2	-1	-5	8
O=C(OCn1nnc2ccccc2c1=O)c1ccc(F)c(S(=O)(=O)N2CCOCC2)c1	-0.8	10	18	4	234	1	-7	2	0	-1
Clc1ccc(CSc2nnc(NC3=NCCCCC3)s2)cc1	-2.3	-5	-28	-2	102	-1	10	5	-3	8
O=C(c1ccc(Cl)c(S(=O)(=O)N2CCOCC2)c1)N1CCOCC1	1.2	-3	2	-1	94	0	-11	-7	-21	4

Part of the list above, with values under each structure:
Under each structure: MC4R ag barr, CaV13 FRET inh, Cardio protect, MC4R antagonist, ABCB6 inh MLPCN, Glyco luc inh, PDI turbidity, ABHD5 PLIN5 PPI, Exocytosis inh, HTR2A ag
O=c1oc2ccccc2c(CNc2ccccc2)c1[N+](=O)[O-]
 : -1.7, -21, 5, -23, 92, 3, -8, -4, -3, -4
COc1ccc(-c2sc3cc(OC)c(OC)cc3c2C#CCCO)cc1
 : -0.3, -12, 4, 3, 100, 19, 9, 8, 0, 2
Cc1csc(NC(=O)CSc2nnc(CCNC(=O)c3ccc(Cl)c(Cl)c3)n2C)n1
 : -1.7, -3, 8, 5, 97, 3, -3, 3, -3, 10

Continuation.
SMILES	MC4R ag barr	CaV13 FRET inh	Cardio protect	MC4R antagonist	ABCB6 inh MLPCN	Glyco luc inh	PDI turbidity	ABHD5 PLIN5 PPI	Exocytosis inh	HTR2A ag
O=c1[nH]c2ccccc2nc1-c1ccccc1	-1.4	-3	-2	2	101	2	2	1	-2	4
CCc1noc(C)c1C(=O)OC(C)C(=O)Nc1cc([N+](=O)[O-])ccc1OC (centres undefined)	-4.1	-6	5	6	88	-3	8	2	2	6
CC(C)C[C@H](NC(=O)c1nc[nH]c1C(=O)NCCCCCN)C(=O)OCc1ccccc1	-0.7	-12	2	-2	101	-1	-7	-7	48	-7
Cc1ccc(Nc2nc(N)nc(CN3CCN(c4ccccc4F)CC3)n2)cc1	1.5	-5	28	2	95	3	-1	10	2	13
